High-throughput results as filed in PubChem BioAssay.
GAA glycogen = inhibitors or activators of human alpha-glucosidase glycogen cleavage; recombinant GAA, glycogen substrate, Amplex Red glucose oxidase fluorescence; Potency, µM (titrated, usually from 76.4 µM), for inactives: at the highest dose activity change, negative = inhibition, hits mostly inhibitors; hit rate 0.38% among 300,000; AID 2100;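 further: 0% = full enzyme reaction and -100% = no-enzyme basal signal; the screen sought inhibitors and activators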
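qHTS, 1536-well; enzyme 4 nM final; cpd up to 77 uM; substrate bovine liver glycogen 30 ug; 50 mM citrate/phosphate pH 5.0, 0.01% Tween-20; 37 C, 40 min; Amplex Red detection 45 min RT; Hill fit → AC50.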
HTT cytoprotect = protects HTT-Q103 PC12 cells, measured by ATP; PC12 HTT-Q103 induced, cytoprotection, ATP luminescence, 40 h; Potency, µM (doses to about 56.4 µM), for inactives: cytoprotection (ATP increase), hits mostly activators; hit rate 0.14% among 230,000; AID 1471;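 further: % of control where 0% means no effect; nearly all actives have a fitted effect of over 45% in size; toxic huntingtin expression switched on by the ecdysone agonist tebufenozide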
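Quantitative HTS on tebufenozide-induced (100 nM) PC12 cells expressing HTTQ103 exon 1–GFP; compounds tested as a concentration series; survival measured via cellular ATP.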
IMPase Li inh = cell-permeable IMPase inhibitors with lithium potentiation; CHO-M1 cells, IP1 TR-FRET (IP-One), carbachol + lithium; Potency, µM (highest dose often 59.4 µM), for inactives: top-dose activity, negative = IMPase inhibition, usual class: inhibitors; hit rate 0.35% among 210,000;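 further: IP1 builds up when IMPase is blocked and the TR-FRET signal falls; plate controls were basal vehicle for no effect and high inhibitor control for full effect; nearly all actives have a fitted effect of over 50% in size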
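Concentration–response in CHO-M1 cells, lithium-potentiated; 30 min at 37C. IP1 detected by competitive TR-FRET after 10 min lysis at RT. Hill-fitted AC50.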
GAA inhib = inhibitors of human lysosomal alpha-glucosidase; P10253; purified human GAA, 4-MU-alpha-glucoside fluorescence; Potency, µM (highest dose often 76.9 µM), for the others: at the top dose activity change, negative = inhibition, usual class: inhibitors; hit rate 0.005% among 200,000;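 further: plate controls were uninhibited enzyme wells for no effect and no-enzyme background for full effect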
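Human alpha-glucosidase, 4 nM, pre-mixed with test compounds before 400 uM 4-methylumbelliferyl substrate; 20 min room temperature at pH 5.0. Fluorescence read after pH 10 stop; AC50 values from Hill-equation fits.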
HTT aggregate = mutant huntingtin aggregation inhibition; PC12 HttQ103-GFP aggregates, Acumen cytometry, 40 h; Potency, µM (titrated, usually from 46.1 µM), for inactives: top-dose activity change, negative = inhibition, actives largely listed as inhibitors; hit rate 1.1% among 220,000; AID 1688; further: on the % scale 0 is the no-effect control and ±100 the full control effect; nearly all actives have a fitted effect of over 60% in size
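Read-out: GFP aggregate count by laser scanning cytometer (488 nm excitation, 500-530 nm emission, 1–25 µm objects >6 SD above background). Cells: PC12, inducible HTTex1-Q103-GFP, 100 nM tebufenozide; compounds titrated.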
GoLoco inh red = RGS12 GoLoco-Gai1 interaction inhibition; hit rate 0.44% among 230,000; P63096; Potency, µM (top dose mostly 61.6 µM), inactives show top-dose activity, negative = inhibition, actives largely listed as inhibitors; Gai1:RGS12 GoLoco peptide FP, rhodamine, 10 min; active means well fitted inhibition curve with a large enough effect, not every such curve was filed as active; inactive means no such curve, though single readings can be large or run the other way; further: on the % scale 0 is the no-effect control and ±100 the full control effect; nearly all actives have a fitted effect of over 30% in size; many of its hits are not listed in these tables
Target sequence (P63096 whole entry, looked up): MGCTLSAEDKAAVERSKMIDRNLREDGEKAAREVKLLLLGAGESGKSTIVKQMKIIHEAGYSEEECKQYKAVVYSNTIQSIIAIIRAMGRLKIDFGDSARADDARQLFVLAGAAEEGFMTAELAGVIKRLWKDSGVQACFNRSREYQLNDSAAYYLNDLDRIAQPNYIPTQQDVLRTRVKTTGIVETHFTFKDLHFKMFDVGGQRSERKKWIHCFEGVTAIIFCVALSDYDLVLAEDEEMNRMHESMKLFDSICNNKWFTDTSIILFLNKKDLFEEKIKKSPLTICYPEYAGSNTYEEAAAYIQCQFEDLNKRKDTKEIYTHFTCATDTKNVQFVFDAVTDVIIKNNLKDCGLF
aGlu spleen mod = inhibits or activates alpha-glucosidase in human spleen homogenate. human spleen homogenate, 4-MU-alpha-glucoside fluorescence. Potency, µM (doses to about 79.9 µM), for inactives: top-dose activity change, negative = inhibition, hits mostly inhibitors. hit rate 0.006% among 240,000. AID 2112;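 further: 0% = enzyme with vehicle and -100% = no enzyme basal signal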
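Enzyme source: human spleen homogenate, 1 ug/well. Buffer 50 mM citric acid/K phosphate pH 5.0, 0.01% Tween-20. 4-MU-alpha-glucoside 1 mM; 37 C x 40 min; NaOH/glycine stop; fluorescence.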
Starred values were filed as active, the others as inactive; ? = inconclusive; . = no result given; [ ] = dose if it differs, or a comment. Unless noted, the call rests on the fitted dose curve; in most records, active means well fitted curve in the direction sought with a large enough effect; inconclusive means small, poorly fitted or top-dose-only effect, or another doubt; inactive means no such curve, though single readings can be large; an effect the other way counts as inactive or inconclusive. Potency means the concentration at half of the fitted maximal effect. An excerpt; the hit share may differ from the screen's.

SMILES	GAA glycogen	HTT cytoprotect	IMPase Li inh	GAA inhib	HTT aggregate	GoLoco inh red	aGlu spleen mod
CCC(Sc1ccc2nnc(-c3cccnc3)n2n1)C(=O)O (configuration not stated)	-1.8%	6.9%[10 µM]	10.7%[38.3 µM]	-1.2%	-4.5%	-11.5%	-9.0%
CC(Nc1cc(=O)n(C)c(=O)n1C)c1ccccc1 (configuration not stated)	1.2%	3.5%[10 µM]	4.4%	3.2%	6.6%	5.6%	-16.2%
CCCCSc1c(C)c2cc3c(cc2[nH]c1=O)OCO3	-3.9%	-10.6%[0.074 µM]	?	6.9%	-3.0%	4.5%	-3.7%
Cn1c(SCc2cnc(-c3ccccc3)s2)nnc1C1COc2ccccc2O1 (configuration not stated)	0.4%	-4.7%[10 µM]	3.2%[38.3 µM]	?	-2.8%	-0.1%	-5.1%
Cc1ccc(N=c2c([N+](=O)[O-])nn(-c3ccc4c(c3)OCCO4)n2O)c(Cl)c1	-11.1%	-50.4%[inhibitor]	34.9%[activator]	-8.5%	-6.7%	5.6%	-2.3%
CCCCCCC(=O)Nc1ccc(Cl)cn1	5.7%	-5.8%	-10.4%[38.3 µM]	-5.5%	8.4%	3.8%	-5.1%
CC(Sc1nncs1)C(=O)Nc1ccc2c(c1)OCO2 (configuration not stated)	3.0%	-16.4%	1.2%	-4.6%	17.0%	6.9%	3.4%
COc1ccc([C@H]2C(C#N)=C([S-])N[C@](C)(O)[C@@H]2[n+]2ccccc2)cc1	1.2%	9.1%[10 µM]	.	.	4.1%[9.22 µM]	16.7%	-2.5%
CCCCCOc1ccc(Cn2ccnc2)cc1[N+](=O)[O-]	9.7%	6.5%[10 µM]	6.6%	4.2%	-14.0%	-3.6%	-5.2%
CCn1c(SCC(=O)N/N=C/C=C/c2ccccc2[N+](=O)[O-])nnc1-c1ccc(Cl)cc1	0.5%	11.1%[10 µM]	17.7%	-12.6%	16.5%	11.8%	-5.3%
CCOC(=O)Cn1ncc2c(=O)oc3ccccc3c21	-0.2%	-6.1%[10 µM]	-3.3%	8.4%	8.9%	9.6%	-5.6%
CC(=O)c1cc2c(cc1NC(=O)c1c(-c3ccccc3)noc1C)OCO2	-0.1%	13.3%	-12.2%[38.3 µM]	6.3%	?	6.8%	-13.7%
O=[N+]([O-])c1ccc(CSc2ncnc3c2ncn3[C@@H]2O[C@H](CO)[C@H](O)[C@H]2O)cc1	.	.	7.3%	.	.	5.0%	5.7%
CCN(CC)S(=O)(=O)c1cccc(C(=O)Nc2ccc(C#N)cc2)c1	6.9%	0.1%	44.1%[activator][38.3 µM]	-1.0%	-20.9%	-11.7%	-11.9%
CCOc1ccc(NC(=O)C2CC(=O)N(c3cc(C)cc(C)c3)C2)cc1 (configuration not stated)	3.5%	-13.2%[0.074 µM]	17.6%[38.3 µM]	-8.2%	16.4%	-9.9%	0.3%
Fc1ccc(N/N=C(/c2ccccc2)c2ccccn2)cc1	?	0.7%[10 µM]	-7.7%	-3.1%	7.0%	-0.3%	1.9%
O=C(COc1ccc(CO)cc1)Nc1ccc(F)cc1	-8.3%	-0.4%[0.074 µM]	28.0%[38.3 µM]	-1.9%	-4.4%	3.6%	-5.6%
COC(=O)c1ccccc1NC(=O)CSc1nc(O)cc(=O)n1C1CCCC1	4.5%	-1.6%	.	-5.3%	8.5%	.	5.3%
Cc1ccc(C2CC(=O)Nc3c2ccc2ccccc32)cc1[N+](=O)[O-] (configuration not stated)	0.5%	17.1%[10 µM]	11.6%	-4.4%	-11.3%	8.9%	1.1%
O=S(=O)(Nc1cccc2c1ccc1cccn12)c1cccs1	-18.5%	4.7%	-25.4%[38.3 µM]	-2.5%	-11.7%	22.3%	-8.1%
CCC(Sc1nc(C)cc(=O)[nH]1)C(=O)Nc1nc2c(s1)CCCC2 (configuration not stated)	-22.2%	-18.8%	8.8%[38.3 µM]	-3.2%	1.5%	-2.4%	7.1%
O=C(NCc1ccc2c(c1)OCO2)NC1CCCCC1	-11.0%	0.7%[10 µM]	5.2%	1.9%	-2.8%[9.22 µM]	-1.1%	-12.9%
COc1cc(/C=C(/C#N)c2ccccc2F)ccc1OCc1ccccc1	5.1%	-1.8%[10 µM]	.	3.9%	-8.5%	.	-4.2%
COCCNC(=O)CSc1nc2cc(OC)c(OC)cc2c(=O)n1Cc1ccco1	2.2%	-13.8%	1.0%[38.3 µM]	1.3%	-3.7%	9.8%	7.8%
COc1ccc(-c2nnc(NC(=O)c3ccc(S(=O)(=O)N4COCC4(C)C)cc3)o2)cc1	4.8%	-59.2%[inhibitor]	0.2%[38.3 µM]	-1.4%	31.6µM*	11.5%	3.4%
Other records.
SMILES	GAA glycogen	HTT cytoprotect	IMPase Li inh	GAA inhib	HTT aggregate	GoLoco inh red	aGlu spleen mod
CCOC(=O)c1cnc(-n2[nH]c(C)cc2=O)[nH]c1=O	2.6%	16.7%	26.0%	-3.1%	-2.2%	6.6%	.
O=C(c1ccco1)N1CCCC(c2nc(-c3ccc(S(=O)(=O)NCc4ccccc4)cc3)no2)C1 (configuration not stated)	0.4%	26.7%[10 µM]	14.9%	-7.8%	?	5.3%	1.5%
Cc1ccc(OCC(=O)N(Cc2cccs2)C2CCS(=O)(=O)C2)cc1C (configuration not stated)	-3.4%	-1.9%[10 µM]	.	.	-4.7%[9.22 µM]	-3.0%	4.5%
Cc1cc(-n2cnc3c(=O)[nH]cnc32)ccc1N	0.1%	5.0%[10 µM]	.	5.8%	16.1%[9.22 µM]	13.6%	-3.8%
Cc1nccn1CCc1n[nH]c(=S)n1Cc1ccccc1	-3.6%	18.8%[10 µM]	40.8%[activator][38.3 µM]	2.4%	26.7%	1.5%	-15.1%
O=C(O)c1ccc2c(c1)C(=O)N(CCC1=CCCCC1)C2=O	-20.3%	-17.8%	6.8%[38.3 µM]	?	0.2%	1.2%	-9.7%
CC(=O)Nc1ccc(S(=O)(=O)C(C#N)c2nc3ccccc3nc2NCCCO)cc1 (configuration not stated)	-2.9%	5.6%[10 µM]	.	?	1.9%[9.22 µM]	6.3%	?
O=C(Nc1ccccc1N1CCCCC1)c1ccc(F)cc1	-11.5%	2.5%	27.5%[38.3 µM]	-1.0%	5.7%	4.2%	0.2%
COc1cc(NC(=O)c2cc(C)nc3ccccc23)cc(OC)c1	3.5%	-34.2%	-0.3%	-7.5%	-7.5%	5.3%	-16.8%
Cc1scc(C(=O)N2CCN(S(C)(=O)=O)CC2)c1-c1ccccc1	7.1%	-6.6%	23.0%[38.3 µM]	-8.6%	-2.8%	2.4%	-6.0%
N#C/C(C(=O)NCc1ccco1)=C1/SC(Cc2ccc(Cl)cc2)C(=O)N1c1ccccc1 (configuration not stated)	-7.0%	-15.0%[10 µM]	5.0%	5.6%	-10.4%	38.0%[activator]	-2.8%
COc1ccccc1C(=O)NC(=S)/C=C1/N(C)c2ccccc2C1(C)C	-0.7%	.	-2.9%	?	12.7%	134.6%[activator]	-21.5%
O=C(Nc1ccc(Cl)c(S(=O)(=O)N2CCOCC2)c1)c1cn2ccccc2n1	8.2%	7.7%[10 µM]	3.9%	1.9%	19.6%	7.2%	-1.6%
Cc1nc(N2CCC(C(N)=O)CC2)c2c(-c3cccs3)csc2n1	-0.5%	-16.4%	-3.8%	1.2%	?	5.6%	1.0%
Cc1noc(-c2ccccc2)c1NC(=O)Nc1ccc(Cl)cc1	3.1%	24.5%[10 µM]	.	6.6%	0.3%[9.22 µM]	-4.9%	-1.1%
NC(=O)Cc1ccc(C(=O)c2ccccc2F)s1	-14.5%	-7.8%	-8.6%	-8.3%	-6.5%	1.5%	-4.9%
NC(=O)C1CCN(C(=O)CSCc2ccccc2Cl)CC1	2.2%	-4.5%	6.1%[38.3 µM]	-0.5%	-27.9%	0.9%	0.9%
O=C(Cc1coc2ccc3ccccc3c12)N1CCCC1	-6.0%	-18.7%[0.074 µM]	26.0%[38.3 µM]	-5.8%	1.5%	1.6%	-1.5%
Cc1nnc(SCc2ccccc2)n1N	4.0%	-0.3%[10 µM]	20.8%[38.3 µM]	-15.5%	-8.4%	4.3%	3.2%
NS(=O)(=O)c1ccc(CCNC(=O)CSc2ccsc2[N+](=O)[O-])cc1	0.0%	23.5%[10 µM]	-5.7%	-6.7%	0.2%	26.7%	5.3%
C[C@@H](CNC1CCCCC1)OC(=O)c1ccccc1	.	5.2%[40.3 µM]	12.0%	.	-1.3%[20.6 µM]	4.1%[21.6 µM]	-21.1%[29.1 µM]
COc1ccc(S(=O)(=O)NCCCCC(=O)O)cc1C(=O)O	-17.9%	-18.6%	-3.3%	4.3%	-0.8%	4.3%	8.5%
Cc1nc(SC(C)C)[nH]c(=O)c1Cc1ccccc1	3.6%	-8.0%	-7.2%[38.3 µM]	2.3%	-14.0%	0.1%	-22.6%
O=C(Nc1cccnc1)c1cc(-c2cccs2)on1	-1.3%	-20.3%	-6.7%[38.3 µM]	1.4%	11.6%	17.7%	-10.7%
COC(=O)c1scc(S(=O)(=O)C(C)C)c1N/N=C(\C#N)C(=O)c1ccc(Cl)cc1	0.5%	8.3%[10 µM]	.	.	-0.6%[9.22 µM]	10.2%	0.9%
Cc1ccc(OCCCn2cc(C#N)c3ccccc32)cc1	-4.6%	2.1%[1.9 µM]	11.8%	-1.6%	?	-0.4%	-6.0%
CCCCc1nc(SCC(=O)Nc2ccc(S(N)(=O)=O)cc2)n[nH]1	-0.1%	-10.5%	17.8%[38.3 µM]	-4.4%	11.5%	5.2%	-4.2%
COc1ccccc1CNC(=O)c1ccc(-c2ccccc2)cc1	-1.9%	-15.5%[10 µM]	.	4.8%	?	.	2.9%
Cc1ccc(SCc2cn3ccccc3n2)cc1	1.6%	20.9%[10 µM]	.	.	25.8%[9.22 µM]	-5.3%	-7.0%
Cc1cccc(NC(=O)c2ccc(S(=O)(=O)N(C)C)cc2)c1	-0.4%	-23.7%	24.1%[38.3 µM]	-4.4%	-22.2%	6.0%	-1.3%
